# CBFb RUNX1 block – inhibitors of human CBF-beta and RUNX1 interaction; Q01196+Q13951; AlphaScreen CBFb-His/RUNX1-biotin binding, biochemical; Potency, µM (doses to about 59.8 µM), inactives show top-dose activity, negative = inhibition, most hits filed as inhibitors; 230,000 tested, under 10 active; note: % of control where 0% means no effect
# Target sequence (Q01196 whole entry, looked up): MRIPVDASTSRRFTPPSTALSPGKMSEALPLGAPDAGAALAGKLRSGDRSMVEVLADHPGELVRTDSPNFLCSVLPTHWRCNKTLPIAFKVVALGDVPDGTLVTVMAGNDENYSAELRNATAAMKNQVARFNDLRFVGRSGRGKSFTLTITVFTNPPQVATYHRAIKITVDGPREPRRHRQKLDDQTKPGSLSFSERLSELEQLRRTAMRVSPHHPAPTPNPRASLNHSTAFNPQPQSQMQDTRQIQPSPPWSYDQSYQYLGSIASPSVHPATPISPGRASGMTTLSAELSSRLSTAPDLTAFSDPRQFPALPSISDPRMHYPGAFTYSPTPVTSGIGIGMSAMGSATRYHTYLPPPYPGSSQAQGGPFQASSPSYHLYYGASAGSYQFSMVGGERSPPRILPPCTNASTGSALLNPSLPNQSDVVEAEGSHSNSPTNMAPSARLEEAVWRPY
# Target sequence (Q13951 whole entry, looked up): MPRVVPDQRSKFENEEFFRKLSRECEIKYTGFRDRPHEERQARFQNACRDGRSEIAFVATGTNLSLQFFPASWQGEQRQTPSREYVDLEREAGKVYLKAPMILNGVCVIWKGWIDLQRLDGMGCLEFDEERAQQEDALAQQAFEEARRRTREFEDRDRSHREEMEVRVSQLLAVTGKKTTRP
#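 Compounds were screened at multiple concentrations against a preformed CBF-beta(His)/RUNX1(biotin) complex (30 nM of each) for 15 min at room temperature, followed by 90 min with nickel and streptavidin beads and AlphaScreen reading.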
# LMNA splice mod – modulators of lamin A splicing; HeLa LMNA splicing GFP/RFP minigene ratio, 48 h; Potency, µM (highest dose often 46.1 µM), without a hit: at the top dose ratio change, negative = inhibition, usual class: inhibitors; hit rate 0.01% among 200,000; AID 1487; active = well fitted inhibition curve with a large enough effect in the signal ratio, with a control signal flat, not every such curve was filed as active; inconclusive = small, poorly fitted or top-dose-only effect, or effect the other way, or a change in a side signal; the % refers to the signal ratio; note: potency is the fitted concentration of half-maximal effect; % is set by controls: 0 for no effect and ±100 for the full control effect
#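 S3 HeLa stable clones carrying a lamin A-EGFP splicing minigene plus DsRed2 were seeded at 600 cells/well in Opti-MEM with 2% FBS, pin-dosed and incubated 48 h at 37°C. Acumen cytometry (488 nm) gave the GFP/RFP total-intensity ratio.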
# Epigenetic derep – regulators of epigenetic silencing causing reporter derepression in mouse cells. hit rate 0.2% among 280,000. murine LDR cells, GFP reporter derepression, 30 h. Potency, µM (series often up to 53.9 µM), for inactives: at the top dose GFP activation, most hits filed as activators; note: potency is the fitted concentration of half-maximal effect; % of control where 0% means no effect; nearly all actives have a fitted effect of over 60% in size
#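 Murine LDR cells carrying a silenced, genomically integrated CMV-driven GFP reporter were exposed to compound for 30 hours at 37 C. After PBS washes, GFP-positive cells (20–120 um objects) were counted by laser-scanning microplate cytometry.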
# NPSR antag – blocks cAMP signaling of the human neuropeptide S receptor. CHO-NPSR cells, cAMP TR-FRET, antagonist mode. Potency, µM (series often up to 38.3 µM), without a hit: at the top dose activity change, negative = inhibition, actives largely listed as inhibitors. hit rate 1% among 220,000; note: potency is the fitted concentration of half-maximal effect; % is set by controls: 0 for no effect and ±100 for the full control effect; nearly all actives have a fitted effect of over 50% in size; many of its hits are not listed in these tables
# Target sequence (Q6W5P4 whole entry, looked up): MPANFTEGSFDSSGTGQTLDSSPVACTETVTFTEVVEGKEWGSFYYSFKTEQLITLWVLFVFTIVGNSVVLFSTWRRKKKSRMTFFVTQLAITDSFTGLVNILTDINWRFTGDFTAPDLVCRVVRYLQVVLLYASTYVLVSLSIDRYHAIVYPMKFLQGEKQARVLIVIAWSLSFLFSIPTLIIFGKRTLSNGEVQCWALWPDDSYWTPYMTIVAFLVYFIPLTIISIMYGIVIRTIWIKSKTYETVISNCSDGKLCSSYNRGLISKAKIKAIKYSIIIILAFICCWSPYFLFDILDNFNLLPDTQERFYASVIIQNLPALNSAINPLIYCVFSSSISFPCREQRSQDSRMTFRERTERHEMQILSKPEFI
# Luc counter – blocks Kinase-Glo luciferase, a counter-screen artifact; Q27757; AID 1379; hit rate 0.28% among 200,000; Potency, µM (highest dose often 38.3 µM), for the others: at the top dose activity change, negative = inhibition, hits mostly inhibitors; Kinase-Glo luciferase, ATP luminescence, 8 min; note: potency is the fitted concentration of half-maximal effect; % is set by controls: 0 for no effect and ±100 for the full control effect; nearly all actives have a fitted effect of over 60% in size
#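 Kinase-Glo luciferase light output from ATP and luciferin was measured with 10 uM ATP, within the enzyme's linear range. Buffer: 50 mM imidazole pH 7.2, 50 mM KCl, 7 mM MgCl2, 0.01% Tween 20, 0.05% BSA; luminescence read after 8 min at ambient temperature.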
# IMPase Li inh – IMPase inhibition in cells with lithium potentiation. CHO-M1 cells, IP1 TR-FRET (IP-One), carbachol + lithium. Potency, µM (top dose mostly 59.4 µM), for inactives: top-dose activity, negative = IMPase inhibition, actives largely listed as inhibitors. hit rate 0.35% among 210,000;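 note: IP1 builds up when IMPase is blocked and the TR-FRET signal falls; potency is the fitted concentration of half-maximal effect; plate controls were basal vehicle for no effect and high inhibitor control for full effect; nearly all actives have a fitted effect of over 50% in size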
#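 Test compounds were applied to CHO-M1 cells previously cultured for 16–30 h at 2000 per well. A small lithium amount accompanied them; after 30 min at 37C, IP1 was quantified by TR-FRET.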
# GLA spleen mod – inhibitors or activators of human alpha-galactosidase in spleen homogenate; human spleen homogenate, 4MU-alpha-Gal fluorescence, 40 min; hit rate 0.008% among 240,000; Potency, µM (top dose mostly 80 µM), for the others: at the highest dose activity change, negative = inhibition, actives largely listed as inhibitors; P06280;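 note: potency is the fitted concentration of half-maximal effect; 0% = enzyme with vehicle and -100% = no enzyme basal signal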
#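 qHTS titration in buffer at pH 5.0. Alpha-galactosidase activity in spleen homogenate was measured via 4-methylumbelliferone release from 1 mM fluorogenic substrate after 40 min at 37C and a pH 10 stop. AC50 came from Hill fits of control-normalized data.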
# * = called active by the depositor; ? = inconclusive; · = no result given; & = joins results of further samples; [ ] = another dose, or the depositor's remark. Unless noted, calls come from the whole dose curve; as a rule, active = well fitted curve in the direction sought with a large enough effect; inconclusive = small, poorly fitted or top-dose-only effect, or another doubt; inactive = no such curve, though single readings can be large; an effect the other way counts as inactive or inconclusive. The list is partial; the hit share may differ from the screen's.
SMILES,CBFb RUNX1 block,LMNA splice mod,Epigenetic derep,NPSR antag,Luc counter,IMPase Li inh,GLA spleen mod
Cc1cc(C=C2C(=O)N(C)C(=S)N(C)C2=O)c(C)n1C1CCCC1,-5%,0%,-0.7%,?,-4%,39%[activator][38.3 µM],-8%
CNc1cc(N2CCN(C)CC2)ccc1[N+](=O)[O-],-2%,-5%[46 µM],-0.2%,-4%,1%,7%,-5%
Cc1ccc(N2C(=O)NC(=O)C3(Cc4ccccc4N4CCN(c5ccccc5)CC43)C2=O)cc1 (stereo not given),-20%,0%,-3.3%,-5%[46.1 µM],·,·,9%
Cc1nc2ccccc2n1C1CCN(Cc2nnnn2CCc2ccccc2)CC1,11%,?,-5.5%,-8%[46.1 µM],·,·,1%
CC(C)NC(C)Cc1ccc(I)cc1 (stereo not given),1%,-16%,-0.1%,8%[46.1 µM],-4%,26%,-14%
C[C@]12CC[C@H]3[C@@H](CCC4=CC(=O)CC[C@@H]43)[C@@H]1CC[C@@H]2O,3%,·,1.9%,·,2%[39.9 µM],-19%,-8%
CN(C)C(=O)OCc1n(C)cc[n+]1C,-3%,-8%,-2.0%,15%,5%,-6%,4%
CC(=O)N1N=C2C3CCN(CC3)C2C1c1ccccc1 (stereo not given),2%,?,0.0%,6%[46.1 µM],-1%,20%[38.3 µM],6%
Cc1cc(Cl)nc(N)n1,0%,5%,1.1%,12%,0%,7%,-11%
CC(C)NC(=O)Cn1cc(C(=O)c2ccccc2F)c2ccccc21,5%,-1%,0.0%,-1%[46.1 µM],2%,17%[38.3 µM],13%
Cc1ccc(C2=NCC(=O)N(CC(=O)N3CCCCC3)c3sc(C)c(C)c32)cc1,-15%,3%[0.0737 µM],-2.0%,-7%[46.1 µM],1%,3%[38.3 µM],9%
CCC1C2Cn3c(nc4ccccc43)C1N(C)O2 (stereo not given),8%,·,2.2%,22%,·,·,3%
NP(=O)(Oc1ccc(Cl)cc1)Oc1ccc(Cl)cc1,4%,?,4.4%,9%,1%,-4%,-2%
Fc1ccc2c(c1)nnn2C1CCN(Cc2ccccc2)CC1,13%,9%,2.9%,-6%[46.1 µM],-2%,43%[activator][38.3 µM],-8%
CC(=O)O[C@H]1C[C@@H]2CCC3C(CC[C@@]4(C)[C@H]3C[C@H]([N+]3(C)CCCCC3)[C@@H]4OC(C)=O)[C@@]2(C)C[C@@H]1[N+]1(C)CCCCC1 (stereo not given in full),6%,?,1.1%,-1%[46.1 µM],-5%,16%,8%
C[C@@]12CC(=O)[C@H]3[C@@H](CCC4=CC(=O)CC[C@]43C)[C@H]1CCC2=O,-2%[21.7 µM],?,11%[16.9 µM],·,0%[17.1 µM],-1%,1%[29.1 µM]
ClCCBr,9%[21.7 µM],·,·,·,·,3%,-7%
CC1Oc2cc3c(-c4c(O)cc(O)c5c(O)c6c(cc45)OC(C)C(C)C6=O)c(O)cc(O)c3c(O)c2C(=O)C1C (stereo not given),·,·,13%,?,·,·,0%
CCc1cccc(C)c1N(C(=O)CCl)C(C)COC (stereo not given),·,?,-2.5%,·,0%,4%,1%
C#CCOc1ccc2c(c1)c(C(C)=O)c(C)n2Cc1ccccc1,10%,·,2.0%,?,·,·,5%
CC(N)[C@H](O)c1ccc(O)c(O)c1 (stereo not given in full),·,?,-0.1%,-8%[46.1 µM],-9%,11%,27%
O=C(COc1ccccc1F)N1CCN(CCN2C(=O)c3cccc4cccc(c34)C2=O)CC1,8%,-18%[46 µM],-1.1%,-29%,1%,17%,-5%
COC(=O)[C@@H]1C[C@@]2(O)[C@H](O)[C@H](O)[C@H](O)C[C@H]2N1Cc1cccnc1,0%,·,2.9%,·,-2%,-4%,-5%
Oc1ccc2c3c1O[C@H]1c4[nH]c5c(c4C[C@@]4(O)[C@@H](C2)N(CC2CC2)CC[C@]314)C[C@@]1(O)[C@H]2Cc3ccc(O)c4c3[C@@]1(CCN2CC1CC1)[C@H]5O4,-14%&2%,-11%,-1.2%&2.1%,?,-2%,16%&-24%,1%&2%
NCC(CC(=O)O)C1CCCCC1 (stereo not given),-1%,2%,-1.0%,-5%[46.1 µM],16%,14%[38.3 µM],-2%
CN(C)C(=O)Oc1cc(OC(=O)N(C)C)cc([C@@H](O)CNC(C)(C)C)c1,-4%[21.7 µM],?,-1.4%[16.9 µM],·,0%[17.1 µM],6%,1%[29.1 µM]
O=C1CN=C(c2ccccc2)c2cc([N+](=O)[O-])ccc2N1,-12%,?,2.2%,·,1%[39.9 µM],8%,-5%
Cn1cc(C(=O)Cc2ccccc2)c2ccccc21,2%,?,2.3%,-6%[46.1 µM],4%,-4%,9%
O=C1CCO1,5%,?,0.8%,·,1%,0%&-4%,-7%&5%
NC(C(=O)O)c1cc(=O)[nH]o1 (stereo not given),?,?,0.1%&2.9%,-2%[46.1 µM],-1%,10%&-1%,3%&8%
CCCCC/C(=N/O)c1c(C)[nH]c2ccccc12,-6%,·,-3.8%,29%,·,·,6%
CCN1c2nc3ccccn3c(=O)c2CC2(C(=O)N(C)C(=O)N(C)C2=O)C1C (stereo not given),-4%,-8%,-1.0%,11%,0%,-1%,1%
CCCCn1c(O)c(/C=N/N2CCOCC2)c(=O)[nH]c1=S,6%,·,0.1%,6%,·,·,6%
CN1C2CCC1CC(OC(c1ccccc1)c1ccccc1N)C2 (stereo not given),5%&1%,?,0.0%&2.1%&6.2%,-3%[46.1 µM],-1%&-7%,27%&9%&29%,4%&18%&8%
CC(C)n1c(=O)c(C=Nc2cccc([N+](=O)[O-])c2)c(O)n(CCc2ccccc2)c1=O,-13%,6%,0.9%,-26%,3%,22%,-2%
CCN(CC)c1ccc(/C=C2\C(=O)NC(=O)N(CC3CCCO3)C2=O)cc1 (stereo not given),0%,11%,-1.8%,-2%,-5%,-1%,-2%

# Of the compounds above, these contain sulfur.
SMILES,CBFb RUNX1 block,LMNA splice mod,Epigenetic derep,NPSR antag,Luc counter,IMPase Li inh,GLA spleen mod
Cc1cc(C=C2C(=O)N(C)C(=S)N(C)C2=O)c(C)n1C1CCCC1,-5%,0%,-0.7%,?,-4%,39%[activator][38.3 µM],-8%
Cc1ccc(C2=NCC(=O)N(CC(=O)N3CCCCC3)c3sc(C)c(C)c32)cc1,-15%,3%[0.0737 µM],-2.0%,-7%[46.1 µM],1%,3%[38.3 µM],9%
CCCCn1c(O)c(/C=N/N2CCOCC2)c(=O)[nH]c1=S,6%,·,0.1%,6%,·,·,6%

# Next part:
SMILES,CBFb RUNX1 block,LMNA splice mod,Epigenetic derep,NPSR antag,Luc counter,IMPase Li inh,GLA spleen mod
COc1cccc(N2CCN(Cc3cccc(Cl)c3)CC2)c1,-1%,7%,-2.9%,-8%[46.1 µM],0%,5%[38.3 µM],0%
O=P(Nc1ccccc1)(Nc1ccccc1)Oc1cccc(Cl)c1,-3%,9%,-1.0%,-17%[46.1 µM],-1%,3%[38.3 µM],5%
CCOC(=O)N(C)c1ccc(C(O)(C(=O)OCC)C(F)(F)F)cc1 (stereo not given),3%,1%,0.0%,-7%[46.1 µM],-2%,25%[38.3 µM],1%
CCCCC(=O)Cl,-1%[21.7 µM],·,·,·,·,-1%,0%
Cc1ccccc1N1C(=O)NC(=O)/C(=C\c2cnn(-c3ccccc3)c2)C1=O,9%,?,1.3%,?,-2%,5%,-4%
O=C(c1ccccc1)c1cn(CC(=O)N2CCCC2)c2ccccc12,1%,-9%,2.7%,-1%[46.1 µM],-1%,3%[38.3 µM],5%
O=C(Cc1ccccc1)OCCN1CCCCC1,7%,2%,-0.7%,4%[46.1 µM],-3%,12%[38.3 µM],-9%
COc1ccc2nc(NC(=O)CCc3nc(C4=CCN(C)CC4)no3)sc2c1,-7%,-10%,-0.8%,-1%[46.1 µM],2%,24%[38.3 µM],8%
CCOP(=S)(OCC)SCC(=O)NC(C)(CC)C(=O)O (stereo not given),13%,1%,-6.5%,10%[46.1 µM],-2%,-10%[38.3 µM],-6%
OCCN1CCN(CCCN2c3ccccc3Sc3ccc(C(F)(F)F)cc32)CC1,-10%,?,-1.5%,?,0%,20%&34%&67%&28%&11%,?
CSc1ncc(/C=C2/C(=O)NC(=O)N(C)C2=O)cn1,10%,-1%,-1.2%,-22%[46.1 µM],-2%,2%[38.3 µM],-4%
Cc1ccc(-c2cc(C(F)F)n3ncc(C(=O)N4CCC5(CC4)OCCO5)c3n2)cc1,13%,-4%,0.0%,-3%[46.1 µM],-2%,6%[38.3 µM],20%
CCCCCCC(C)(C)c1ccc([C@@H]2C[C@H](O)CC[C@H]2CCCO)c(O)c1,1%,?,11%,?,-2%,12%,10%
CCOC(=O)C1(c2ccccc2)Oc2ccccc2C(c2ccc(OC)cc2)=C1C(=O)OC (stereo not given),3%,·,-0.1%,·,0%[39.9 µM],18%,5%
COc1ccccc1N=Nc1c(O)[nH]c(=S)[nH]c1=O,-6%,-5%[46 µM],0.0%,34%,-16%,18%,-14%
Cc1ccc(C(=O)N/C(=C\Cl)P(=O)(c2ccccc2)c2ccccc2)cc1,8%,?,-1.1%,16%,6%,5%,-10%
O=C(Nc1ccc(Cl)cc1)OC1CN2CCC1CC2 (stereo not given),-3%,21%[46 µM],0.0%,-1%,·,·,1%
CCCCCOc1ccc(C)cc1CN(CCCl)CCCl,-3%,·,?,?,·,·,-5%
CCOc1cc(/C=C2\C(=O)NC(=O)N(CCc3ccc(F)cc3)C2=O)ccc1O,7%,·,0.1%,8%,·,·,-6%
CC(Cl)(Cl)Cl,6%[21.7 µM],·,·,·,·,7%,5%
CC(=O)Nc1cc(C(=O)N2CCC3(CC2)OCCO3)ccc1Sc1ccc(F)cc1,16%,?,1.1%,2%,9%,-5%,-2%
Cc1ccc(OCC(=O)N2CCN(Cc3ccc4c(c3)OCO4)CC2)cc1C,0%,?,2.4%,-2%,-2%,6%,1%
Cc1ccc(N(C)C(=O)Oc2cccc3ccc(C)nc23)cc1,2%,-8%,0.9%,-18%[46.1 µM],1%,1%[38.3 µM],6%
Cn1c(O)c(C=NCCOc2ccc(Cl)cc2)c(=O)n(C)c1=O,3%,6%,0.4%,2%[46.1 µM],1%,6%[38.3 µM],10%
COc1cc2c(cc1OC)-c1c(OC)c(OC)cc3c1C(C2)N(C)CC3 (stereo not given),-9%,-3%,-2.9%,10%[46.1 µM],1%,9%[38.3 µM],-3%
S=c1[nH]c2cc(Br)cnc2[nH]1,14%,?,1.1%,-4%,·,·,-4%

# Assay outcomes: PubChem, National Center for Advancing Translational Sciences (NCATS)
